Assay outcomes as filed in PubChem.
GLD-1 RNA inh: GLD-1-TGE RNA interaction inhibition (C. elegans). Q17339. hit rate 0.44% among 320,000. purified GLD-1 + fluorescein TGE RNA, fluorescence polarization. inhibition, % at 5.96 µM;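 active means percent inhibition above a per-plate cutoff, the plate mean of test compounds plus 3 SD, cut at about 30% in these data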;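 further: 0% = DMSO wells with GLD-1 and probe and 100% = wells lacking GLD-1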
MCL1-BIM inh: MCL1-BIM-BH3 interaction inhibition (human). Q07820. hit rate 0.68% among 320,000. GST-MCL1 / FITC-Bim-BH3 fluorescence polarization. inhibition, % at 10.9 µM;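 active means inhibition above the mean inhibition of all tested compounds plus 3 SD, set per campaign, cut at about 40% in these data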;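 further: 0% = DMSO wells and 100% = unlabeled Bim-BH3 peptide control; higher means more loss of mP so more displacement of Bim peptide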
Target sequence (Q07820 whole entry, looked up): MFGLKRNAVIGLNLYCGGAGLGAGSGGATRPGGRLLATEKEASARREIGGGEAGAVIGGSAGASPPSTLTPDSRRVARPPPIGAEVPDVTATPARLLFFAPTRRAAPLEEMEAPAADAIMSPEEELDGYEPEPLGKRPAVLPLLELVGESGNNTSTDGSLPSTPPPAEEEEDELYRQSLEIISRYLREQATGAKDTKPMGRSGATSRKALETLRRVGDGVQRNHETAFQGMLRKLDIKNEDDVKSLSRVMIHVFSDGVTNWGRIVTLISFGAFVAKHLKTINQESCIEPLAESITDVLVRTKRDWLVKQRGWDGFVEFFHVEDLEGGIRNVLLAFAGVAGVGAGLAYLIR
GRK2 inh: inhibitors of human GRK2 displacing RNA aptamer | bead flow cytometry, FAM-aptamer displacement from GRK2 | hit rate 0.59% among 330,000 | inhibition of aptamer binding, % at 10 µM | P25098 | AID 488847;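 active means inhibition of aptamer binding above 40%, roughly 3 SD of noise, on plates passing a quality check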;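 further: median bead fluorescence of bound FAM aptamer so fluorescent compounds give negative values; no value below 0 was filed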
MEX-5 binding: C. elegans MEX-5 TCR-2 RNA binding activity; Q9XUB2; MEX-5/FITC-TCR2 RNA binding, fluorescence polarization; active compounds read low; activity score (negative = inhibition of binding), % at 10 µM; hit rate 0.38% among 300,000; AID 1832;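 active means inhibition past about -25% in most replicates, and total fluorescence under double the plate's negative control median, limit read from the data; inconclusive means replicates evenly split on the limit, or fluorescence at least double controls; inactive means too little inhibition in most replicates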;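 further: 0% = DMSO and -100% = 5 µM competing unlabeled TCR2 RNA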
Target sequence (Q9XUB2 whole entry, looked up): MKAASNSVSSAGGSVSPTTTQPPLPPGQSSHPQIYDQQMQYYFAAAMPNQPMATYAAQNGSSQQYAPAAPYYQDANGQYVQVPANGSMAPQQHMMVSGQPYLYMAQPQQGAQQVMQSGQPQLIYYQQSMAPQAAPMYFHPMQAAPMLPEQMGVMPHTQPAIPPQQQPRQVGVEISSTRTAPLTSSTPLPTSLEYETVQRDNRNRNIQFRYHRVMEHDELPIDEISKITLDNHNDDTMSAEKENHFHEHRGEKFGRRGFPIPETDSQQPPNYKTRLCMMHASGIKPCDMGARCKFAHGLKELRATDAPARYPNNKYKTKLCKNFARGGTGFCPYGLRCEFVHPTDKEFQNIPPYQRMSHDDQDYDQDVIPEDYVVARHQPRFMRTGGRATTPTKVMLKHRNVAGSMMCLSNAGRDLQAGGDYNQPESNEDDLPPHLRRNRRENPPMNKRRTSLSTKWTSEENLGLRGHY
Fam108B counter: blocks mouse Fam108B hydrolase in RBBP9 counter-screen; inhibition, % at 9.51 µM; hit rate 0.33% among 300,000; recombinant Fam108B, FP-Rh probe fluorescence polarization;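 active means inhibition above the screen mean inhibition plus 3 SD, computed separately per campaign, cut at about 18% in these data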;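 further: inhibitors lower polarization as less probe binds the enzyme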
BCLXL inh: blocks human Bcl-xL binding to Bim BH3 peptide; GST-Bcl-xL / FITC-Bim BH3 peptide fluorescence polarization; hit rate 0.7% among 320,000; AID 2129; inhibition, % at 10.9 µM;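 active means inhibition above the mean of all tested compounds plus 3 SD, cutoff set per campaign, cut at about 30% in these data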;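 further: 0% = DMSO wells and 100% = unlabeled Bim-BH3 peptide competitor; inhibitors lower millipolarization by displacing the labeled peptide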
Target sequence (Q07817 whole entry, looked up): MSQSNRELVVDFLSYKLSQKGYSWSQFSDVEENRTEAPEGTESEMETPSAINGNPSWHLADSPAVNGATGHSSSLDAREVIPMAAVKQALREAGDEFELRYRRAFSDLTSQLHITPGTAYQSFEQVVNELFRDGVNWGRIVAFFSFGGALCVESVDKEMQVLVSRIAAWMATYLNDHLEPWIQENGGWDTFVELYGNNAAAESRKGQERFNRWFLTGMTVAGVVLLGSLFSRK
VLA-4 inh: inhibition in a human VLA-4 binding assay; P13612; VLA-4 expressing cells, ligand binding flow cytometry; inhibition, % (about 7 µM as worked out from the volumes in the protocol); hit rate 0.2% among 330,000; AID 2557; in the data active means inhibition above about 50%
AGP1-GFP MLPCN: alters AGP1-GFP fluorescence in TOR pathway yeast screen; S. cerevisiae AGP1-GFP multiplex flow cytometry, 3 h; GFP as percent of DMSO wells; GFP response vs DMSO, % at 10 µM; hit rate 0.02% among 320,000;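 active means GFP response relative to DMSO above a set limit, near screen average plus 3 SD, cut at about 150% in these data; inconclusive means fewer than 70 cells counted for the yeast strain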;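 further: median GFP channel fluorescence of the gated AGP1 strain per well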
CIT2 TOR yeast: modulators of TOR pathway CIT2-GFP in S. cerevisiae; S. cerevisiae CIT2-GFP strain, flow cytometry, 3 h; 100 means same as DMSO wells; GFP response vs DMSO, % at 10 µM; hit rate 0.065% among 320,000; AID 2029;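 active means GFP response relative to DMSO above a set limit, near the screen mean plus 3 SD, cut at about 150% in these data; inconclusive means Fewer than 70 cells measured for a yeast strain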;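 further: ratio of well median GFP fluorescence to mean of DMSO wells on the plate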
The depositor's hits bear a star; ? = inconclusive; . = not tested or not shown; [ ] = dose if it differs, or a comment.

SMILES	GLD-1 RNA inh	MCL1-BIM inh	GRK2 inh	MEX-5 binding	Fam108B counter	BCLXL inh	VLA-4 inh	AGP1-GFP MLPCN	CIT2 TOR yeast
CN(CC(=O)Nc1ccc(F)cc1)C(=O)c1ccccc1OCc1ccc(F)cc1	-4	4	2	-2.2	8	7	8	106[may fluoresce green]	103[may fluoresce green]
C[C@H](CO)N1C[C@H](C)[C@@H](CN(C)CC2CCCCC2)Oc2ccc(NS(C)(=O)=O)cc2C1=O	-4	.	1	.	.	.	4	98	97
c1ccc2c(-c3nnc(SCc4cn5ccccc5n4)o3)c[nH]c2c1	3	-9	0	-0.7	-1	-11	-9	94	98
CCc1nnc(NC(=O)CSc2nnc(COc3ccccc3C)o2)s1	-3	15	0	-6.4	3	6	16	95	.
COc1ccc(CN(C)CC(=O)Nc2sc3c(c2C#N)CCC3)c(OC)c1	-5	8	2	-0.2	2	4	-7	101	93
CCOc1ccc(S(=O)(=O)N2CCC(C(N)=O)CC2)c2ccccc12	-5	-3	0	2.6	-1	-2	8	102	93
Cc1cccc(N2CC(=O)N(c3cccc(C)c3)CC2=O)c1	-2	1	2	-0.2	-1	-1	5	101	91
O=C(Oc1ccccc1Cl)C1CCN(C(=O)c2ccc(F)cc2)CC1	2	-10	1	0.5	1	-1	22	?	76
C=CCNC(=O)c1onc(CCl)c1C(=O)OC	-4	-2	3	-1.5	-2	1	30	90	92
Cn1ncc([N+](=O)[O-])c1C(=O)Nc1ccc(C2CCCCC2)cc1	3	4	2	-2.5	-7	8	3	106	101
COc1ccccc1CNC(=O)CNC(=O)Cn1cnc2ccccc2c1=O	1	1	1	0.4	1	11	5	95	92
CCOC(=O)C1=C(O)/C(=C/c2ccccn2)SC1=Nc1ccc(Cl)cc1	-9	-1	5	0.1	-1	1	2	98	88
O=C(Nc1ccccc1C(=O)O)c1ccc(Cl)c(S(=O)(=O)N2CCOCC2)c1	2	5	3	0.5	1	2	-15	89	91
O=C(CN1C(=O)NC2(CCCCCC2)C1=O)Nc1ccc(Cl)cc1Cl	1	0	0	.	.	-2	5	101	95
O=C(Nc1cccc2cccnc12)c1ccc2c(c1)OCCO2	4	3	2	0.5	0	3	-3	99	.
O=C1CNC(=O)/C1=C/c1ccccc1	2	10	1	2.6	1	3	11	93	90
CS(=O)(=O)Nc1cccc(C2=NN(S(=O)(=O)c3ccc(F)cc3)C(c3cccs3)C2)c1 (centres undefined)	0	-7	0	-16	4	-1	-4	110	111
CC(C)Nc1nnc(SC(C)C(=O)N(C)C2CCCCC2)s1 (centres undefined)	-2	2	0	-1.1	-2	-2	3	105	96
CC(C)CNC(=O)C(=O)NNC(=O)C1CCCCC1	0	5	0	-1.3	-4	4	0	101	103
Cn1cc(CNCc2cn(C)nc2-c2ccc(C3CCCCC3)cc2)cn1	-1	3	0	1.8	-3	-2	9	107	93
C/C(CC(=O)Nc1cc(C)ccn1)=N\NC(=O)C(=O)NC(C)C	-2	7	0	-3.8	1	10	-1	104	96
Cc1cc(C)n2nc(C(=O)NC(c3ccccc3)c3ccccc3)nc2n1	0	-2	6	1.6	0	3	7	111	112
N#CC1=C2N=C(N)c3ccccc3N2C2=C(C(=O)CCC2)C1c1ccccc1F (centres undefined)	14	21	4	-0.2	0	24	0	110	105
CCN(CC)CCNC(=O)Cc1nn(Cc2ccccc2)c(=O)c2ccccc12	-4	2	0	-0.3	-7	0	-1	101	95
O=C(c1cc(COc2cccc3cnccc23)on1)N1CCCC(CCCO)C1 (centres undefined)	-5	1	0	0.6	4	3	10	110	109

The closing two compounds of the part above open the next one.
SMILES	GLD-1 RNA inh	MCL1-BIM inh	GRK2 inh	MEX-5 binding	Fam108B counter	BCLXL inh	VLA-4 inh	AGP1-GFP MLPCN	CIT2 TOR yeast
CCN(CC)CCNC(=O)Cc1nn(Cc2ccccc2)c(=O)c2ccccc12	-4	2	0	-0.3	-7	0	-1	101	95
O=C(c1cc(COc2cccc3cnccc23)on1)N1CCCC(CCCO)C1 (centres undefined)	-5	1	0	0.6	4	3	10	110	109
CC1(C)Cc2nc3sc4c(=O)n(Cc5ccccc5)cnc4c3cc2CS1	9	2	0	-1.3	-9	-3	7	102	93
CC(C)CC(NC(=O)C1CCC(=O)N1C(=O)OCc1ccccc1)C(=O)NC(Cc1ccccc1)C(N)=O (centres undefined)	4	5	0	2.9	1	4	-14	99	98
CN(C(=O)CN1C(=O)S/C(=C\c2ccccc2)C1=O)C1CCS(=O)(=O)C1 (centres undefined)	5	6	0	-2.1	1	1	11	93	101
CCOc1ccc(C2=Nn3c(nnc3-c3cccnc3)SC2)cc1	-2	-11	2	1.2	2	-5	9	95	102
CCCC(=O)Nc1ccc(C(=O)n2nnc3ccccc32)cc1	3	1	0	-1.6	2	6	19	95	102
O=C(CSc1nnc(NC(=O)c2ccco2)s1)Nc1ccccc1Cl	9	4	1	-0.6	-2	-3	-10	97	106
CCOc1ccccc1N1C(=O)CC(Sc2nccc(C)n2)C1=O (centres undefined)	.	.	0	-2.3	.	.	5	100	103
Cn1c(CN2CCN(c3ccccc3NS(C)(=O)=O)CC2)nc2ccccc21	7	9	4	5.1	4	6	16	97	105
Cc1cc(C)c(S(=O)(=O)N2CCc3ccccc32)c(C)c1	5	-12	3	9.1	1	-12	-474	95	108
Cc1ccccc1NC(=O)c1ccc2snnc2c1	-3	1	0	1.7	2	1	15	102	104
O=C(CN1C(=O)NC2(CCCC2)C1=O)N1CCN(c2cccc(C(F)(F)F)c2)CC1	-1	-11	0	4.8	4	-7	-18	109	96
O=S(=O)(c1cccs1)N1CCC(Cc2ccccc2)CC1	-6	2	1	0.7	5	4	-6	101	97
CCN(Cc1ccccc1)S(=O)(=O)c1cc(C(=O)NCC2CCCCC2)ccc1OC	6	-2	4	-0.4	-5	6	0	108	101
CCc1nnc(NC(=O)Cn2nnc(-c3ccccc3F)n2)s1	6	8	0	-2.7	2	3	-8	97	97
CCOc1ccccc1N1CCN(Cc2ccc(OC)c(OC)c2)CC1	2	9	0	.	1	5	3	107	103
CCOC(=O)C1=C(O)/C(=C\c2cccs2)N=C1C	2	9	0	-1.1	3	5	6	95	96
CC(C)NS(=O)(=O)c1ccc(CCC(=O)Nc2ccc3c(c2)OCO3)cc1	11	3	2	-2.8	-1	1	-8	101	104
COC(=O)c1ccccc1NC(=O)c1ccc(-c2ccc(Br)cc2)o1	-6	6	7	-0.4	-1	2	3	96	88
Cc1cc(C)n2nc(SCCC(=O)NCc3ccccc3)nc2n1	0	-1	0	0.6	0	9	8	112	103
O=C(CNC(=O)OCc1ccccc1)Oc1ccc2ccc(=O)oc2c1	7	5	0	0.3	4	5	10	100	104
CC(=O)Nc1ccc2oc(-c3cc(F)c(F)cc3Cl)nc2c1	5	5	0	-0.9	6	7	4	104	94
Cc1cc(C)n(CCOC(=O)c2sc3ccccc3c2Cl)n1	6	2	0	-0.1	3	1	-9	.	79
CC(C)CN(C(=O)COC(=O)c1ccc2c(c1)NC(=O)CS2)C1CCS(=O)(=O)C1 (centres undefined)	-2	7	1	-3.9	0	3	-2	104	111
Cc1cccc(Nc2nc(N)c([N+](=O)[O-])c(N3CC(C)CC(C)C3)n2)c1 (centres undefined)	9	-7	0	3.3	-8	-3	1	98	91
O=C(N/N=C/c1ccccc1[N+](=O)[O-])c1cnccn1	2	0	0	-2.3	0	-1	7	105	95

(further entries)
SMILES	GLD-1 RNA inh	MCL1-BIM inh	GRK2 inh	MEX-5 binding	Fam108B counter	BCLXL inh	VLA-4 inh	AGP1-GFP MLPCN	CIT2 TOR yeast
Cc1cc(=O)[nH]c(Nc2cccc(F)c2)n1	3	-7	2	0.0	1	-2	7	107	109
COc1ccc(-c2nc3scc(-c4ccc(OC)c(OC)c4)c3c(=O)o2)cc1	-1	-7	3	-3.2	-1	2	84*	105	96
O=C(NCc1ccc(Cl)cc1)C(=O)NCC1OCCN1C(=O)c1cccs1 (centres undefined)	-6	12	0	0.7	1	3	15	97	98
Cc1ccc(OCCCCN2CCC(C)CC2)cc1	7	2	0	-0.8	2	-1	-11	103	104
O=C1c2ccccc2C(=O)N1CC(=O)N1c2ccccc2CCc2ccccc21	10	-3	1	0.9	0	1	6	98	98
O=S(Cc1ccc(Br)cc1)Cc1nnc(SCc2c(F)cccc2Cl)n1-c1ccccc1 (centres undefined)	-1	-5	0	-1.9	-6	-1	-13	109	107
COc1ccccc1CN(C)C(=O)CSCC(=O)Nc1ccccc1F	4	.	1	.	.	.	-6	95	94
COc1ccc2nc(N3CCC(O)CC3)c(C#N)cc2c1	37*	38	1	-16	4	42*	10	91	95
Cc1cc(SCC(=O)c2ccc(O)c(O)c2)n2nc(C)c(-c3ccccc3)c2n1	-4	9	0	-0.7	18*	1	-6	102	91
c1ccc2nc3c(nc2c1)CCCC3	-2	5	0	-2.2	-2	7	4	116	119
CCOC(=O)C1CCN(C(=O)COc2ccc(S(=O)(=O)N3CCCC3)cc2C)CC1	-3	3	0	-0.3	5	5	-14	96	103
COc1ccccc1N1CCN(C(=O)CN2C(=O)C3CCCCC3C2=O)CC1 (centres undefined)	1	7	1	2.5	0	3	4	115	107
Cc1ccc(C(=O)N2CCCC(C(F)(F)F)C2)cc1S(=O)(=O)N1CCCCC1 (centres undefined)	3	6	1	1.7	1	5	-3	106	105
COc1ccccc1-n1c(SCC(=O)Nc2cccc(C(=O)O)c2)nnc1-c1ccccc1C	5	1	2	1.6	2	1	3	101	104
CC(=O)c1c(C)[nH]c(C(=O)Nc2ccc(F)c(F)c2F)c1C	6	2	2	-3.4	-1	3	-2	99	104
CC1CCN(C(=O)Cn2cc(C(F)(F)F)ccc2=O)c2ccccc2S1 (centres undefined)	6	.	2	.	.	.	0	108	99
COc1ccc([C@@H]2[C@@H]3C(=O)N(C(C)(C)C)C(=O)[C@@H]3[C@]3(Cc4ccc(Cl)cc4)C(=O)N(c4ccc(Br)cc4)C(=O)N23)cc1	6	-2	0	-0.5	-9	4	19	88	99
Cc1csc(CNC(=O)c2cc(COc3c(C)cccc3C)on2)n1	2	0	3	4.7	2	4	11	100	111
Cc1nc(-c2ccc(Cl)cc2)sc1C1(C)CC(c2ccc(Cl)cc2)=NO1 (centres undefined)	3	-3	0	-0.3	-4	-1	7	80	92
Cc1ccc(/C=C/c2nnc(-c3ccccc3)o2)cc1	4	2	0	0.4	2	1	2	100	97
Nc1nnn(CC(=O)N/N=C/c2ccccc2)n1	1	4	1	-0.8	2	4	0	105	105
CCCNc1nc(-c2cc(C(=O)Nc3ccccc3)on2)cc(C(C)C)n1	-4	-1	0	-3.3	-8	2	9	92	98
O=C1COc2ccc(S(=O)(=O)CCC(=O)N3CCN(c4ccccc4)CC3)cc2N1	7	-1	3	-1.1	0	0	0	93	103
O=C(Nc1ccc(Oc2ncnc3cc(Cl)ccc23)nc1)c1cccs1	-4	-3	0	-2.9	-10	0	4	110	95
O=C(CSc1nnnn1-c1ccccc1F)NNC(=O)c1ccco1	5	13	3	-1.3	-1	5	13	95	95
CC(C)=CCN1CCN(Cc2ccc(C#CC(C)(C)O)cc2)CC1CCO (centres undefined)	4	9	4	1.5	-1	5	3	102	95
CCC(C)N1CCN(C(=O)c2cc(OC)cc(OC)c2)CC1 (centres undefined)	5	13	1	-2.3	0	7	5	99	100
